AmpC inh no detg: inhibitors of E. coli AmpC beta-lactamase without detergent | Potency, µM (top dose mostly 57.1 µM), without a hit: at the highest dose activity change, negative = inhibition, usual class: inhibitors | AmpC nitrocefin hydrolysis, absorbance 480 nm, 0.0001% Triton | 330,000 compounds, 0.52% hits;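 note: potency is the fitted concentration of half-maximal effect; plate controls were no compound for no effect and no enzyme for full effect; nearly all actives have a fitted effect of over 20% in size; some results filed as inactive show a strong effect at the top dose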
Target sequence (P00811 whole entry, looked up): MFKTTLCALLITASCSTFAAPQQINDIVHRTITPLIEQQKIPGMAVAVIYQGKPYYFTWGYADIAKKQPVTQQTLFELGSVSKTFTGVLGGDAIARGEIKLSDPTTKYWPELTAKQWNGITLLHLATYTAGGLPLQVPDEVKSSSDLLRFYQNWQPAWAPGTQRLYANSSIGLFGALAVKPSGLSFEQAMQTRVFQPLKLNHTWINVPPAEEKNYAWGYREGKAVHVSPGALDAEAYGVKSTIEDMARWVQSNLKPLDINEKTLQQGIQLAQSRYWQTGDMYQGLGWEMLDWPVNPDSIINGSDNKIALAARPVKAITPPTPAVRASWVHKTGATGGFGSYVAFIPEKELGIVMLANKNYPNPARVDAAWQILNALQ
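20 mM phosphate pH 7.0 + 0.01% (detergent screen) or 0.0001% Triton X-100; 5.3 nM AmpC reagent; cpd preinc 15 min RT; nitrocefin (800 uM stock) to start; A480 q20 s × 4 min; Activity was normalised to no-enzyme and no-compound control wells.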
Giardia FBPA inh: blocks Giardia fructose-bisphosphate aldolase activity | A8B2U2 | purified Giardia FBPA | Potency, µM (doses to about 59.6 µM), for inactives: top-dose activity, negative = inhibition, actives largely listed as inhibitors | 290,000 compounds, 0.71% hits | AID 2451; note: potency is the fitted concentration of half-maximal effect; nearly all actives have a fitted effect of over 55% in size
Target sequence (A8B2U2 whole entry, looked up): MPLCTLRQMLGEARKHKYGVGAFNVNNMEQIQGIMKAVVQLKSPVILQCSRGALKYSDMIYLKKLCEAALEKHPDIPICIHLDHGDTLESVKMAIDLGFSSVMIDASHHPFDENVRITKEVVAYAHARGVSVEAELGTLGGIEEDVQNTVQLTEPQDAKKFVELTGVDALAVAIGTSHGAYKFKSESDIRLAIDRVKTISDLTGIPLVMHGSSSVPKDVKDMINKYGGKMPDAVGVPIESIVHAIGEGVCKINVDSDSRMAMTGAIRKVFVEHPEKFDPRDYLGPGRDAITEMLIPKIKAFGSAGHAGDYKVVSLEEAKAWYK
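40 nM FBPA preincubated 10 min at RT with compound (up to 57.5 uM final), then substrate plus GAPDH/TPI/NAD/arsenate coupling and diaphorase/resazurin added. Fluorescence read after 20 min at RT, 525/598 nm.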
Sm TGR inh: inhibitors of Schistosoma mansoni thioredoxin glutathione reductase. Potency, µM (top dose mostly 114 µM), inactives show at the top dose activity change, negative = inhibition, hits mostly inhibitors. 360,000 compounds, 3% hits. purified TGR, DTNB reduction, TNB absorbance 405 nm. AID 485364. Q962Y6; note: potency is the fitted concentration of half-maximal effect; nearly all actives have a fitted effect of over 60% in size
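Kinetic colorimetric format: TGR-catalysed, NADPH-driven DTNB reduction monitored via TNB absorbance. Enzyme dispensed at 20 nM; compound exposure 15 min at room temperature before reaction start.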
AmpC detergent: inhibitors of E. coli AmpC beta-lactamase with detergent; AmpC hydrolysis of nitrocefin, absorbance 480 nm, 0.01% Triton; P00811; 370,000 compounds, 0.041% hits; Potency, µM (series often up to 114 µM), inactives show at the highest dose activity change, negative = inhibition, usual class: inhibitors;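 note: potency is the fitted concentration of half-maximal effect; 0% = no-compound wells and -100% = no-enzyme wells; nearly all actives have a fitted effect of over 25% in size; some results filed as inactive show a strong effect at the top dose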
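20 mM phosphate pH 7.0 + 0.01% (detergent screen) or 0.0001% Triton X-100; 5.3 nM AmpC reagent; cpd preinc 15 min RT; nitrocefin (800 uM stock) to start; A480 q20 s × 4 min; Activity was normalised to no-enzyme and no-compound control wells.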
HCV inh: blocks hepatitis C virus. Huh7.5.1 HCVcc-Cre infection, luciferase reporter, 44 h. Potency, µM (doses to about 41.8 µM), for inactives: top-dose activity change, negative = inhibition, actives largely listed as inhibitors. 340,000 compounds, 3.4% hits; note: potency is the fitted concentration of half-maximal effect
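Cells (1,000/well) were plated 4 h before compound, then infected with HCVcc-Cre virus (~0.5 moi). After 44 h further culture, infection was read as luciferase luminescence following a 15 min substrate incubation at room temperature.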
HCMV inh: inhibitors of human cytomegalovirus | 410,000 compounds, 4.5% hits | AID 1259415 | activity change, negative = inhibition, % at 57.5 µM | HFF cells, HCMV-luciferase reporter, 72 h; hits give low values; in the data active = activity change below about -60%; inconclusive = no clear call, values can overlap the other calls; inactive = above about -39%
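Screen run at 2 compound doses on HFFs infected with reporter HCMV, MOI 1 PFU/cell. Luciferase activity from cell lysates at 72 h post infection gave inhibition relative to buffer-only and Salinomycin wells.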
The depositor's hits bear a star; ? = inconclusive; . = no result given; [ ] = remark or other dose. Unless noted, calls come from the whole dose curve; as a rule, active = well fitted curve in the direction sought with a large enough effect; inconclusive = small, poorly fitted or top-dose-only effect, or another doubt; inactive = no such curve, though single readings can be large; an effect the other way counts as inactive or inconclusive. Unless noted, % is set by controls: 0 for no effect and ±100 for the full control effect. Not a hit list; any-hit rate near 9.9%.

SMILES	AmpC inh no detg	Giardia FBPA inh	Sm TGR inh	AmpC detergent	HCV inh	HCMV inh
CCOC(=O)N1CCC(=NNC(N)=O)CC1	-22%	1%	8%	-4%	11%	-19
O=c1cc(N2CCN(c3ccc(F)cc3)CC2)[nH]c(=O)n1-c1cccc(Br)c1	.	.	?	-9%	.	60
O=C(COC(=O)c1ccc(Br)o1)NC1CCCCC1	2%[2.29 µM]	2%	1%	?	9%	-16
CCCCNC(=O)N1CCN(C/C=C/c2ccccc2)CC1	38%	1%	.	0%	1%	-27
CC(=O)N1CCCC(C(=O)c2ccc3c4c(cccc24)CC3)C1 (stereo unspecified)	108%[activator]	-17%	0%	-6%	-22%	-9
Oc1ccc(-c2nncn2-c2ccccc2)cc1	-7%	2%	3%[57.1 µM]	3%	-4%	?
COc1ccc(-n2nnnc2CNC(=O)c2ccc(S(=O)(=O)N3CCOCC3)cc2)cc1	-20%	.	4%	-4%	-6%	-25
Cc1ccc2c(c1)cc(C(=O)N[C@@H](Cc1ccccc1)C(=O)O)n2C	-13%	1%	-11%	1%	12%	158
CCc1ccccc1NC(=O)COC(=O)c1c(C)nsc1NC	-14%	.	0%	-5%	4.5µM*	?
O=C(COC(=O)c1c(F)cccc1F)NCCNC(=O)COC(=O)c1c(F)cccc1F	9%	5%	-8%	-13%	14%	-3
CCOCCCNc1nc2c(-c3ccccc3)nnn2c2ccccc12	-21%	1%	-7%	?	-4%	82
CCc1ccccc1NC(=O)N1C2CCCC1CC(NC(C)=O)C2 (stereo unspecified)	1%	1%	-2%	?	13%	-9
CC(C)c1ccccc1OCC(=O)N1CCCN(C)CC1	24%	13%	3%	4%	1%	-30
COc1cc(C(=O)NC2=NCCS2)cc(OC)c1OC	-10%	-2%	-4%	?	4%	58
COc1ccc(OC)c(S(=O)(=O)NCc2ccc3c(c2)CCN3C(=O)c2cccc(C)c2)c1	.	.	1%	-2%	.	-80*
COc1cccc(/C=C2\CCCCC2=O)c1	-10%	-1%	-31%	0%	25%	?
CC(C)Cc1csc(NC(=O)C(C)C)c1C(=O)O	-6%	-9%	0%	1%	17%	-28
CC(=O)C(=Cc1ccc(C(=O)O)cc1)C(C)=O	-6%	2%	-5%	3%	14%	-11
Cc1nc2ccc(NC(=O)CCS(=O)(=O)c3ccccc3)cc2s1	-12%	29%	0%	14%	-9%	-2
CCN(CCn1cccn1)C(=O)C1CCC(=O)N(CC2CCCCC2)C1 (stereo unspecified)	-2%	-7%	-6%	0%	17%	-15
CCCN(CCC)S(=O)(=O)c1cccc(C(=O)N=c2sccn2C)c1	64%[activator]	.	11%	1%	?	39
CC(=O)N1CCc2c(sc(NC(=O)CS(=O)(=O)c3ccc(F)cc3)c2C(N)=O)C1	-27%	.	?	-9%	20%	-32
Oc1ccc(C(=S)N2CCCCCC2)cc1	29%	0%	-1%	-12%	8%	-8
CCOC(=O)C1CCCN(S(=O)(=O)c2ccc(-c3cc(C)no3)s2)C1 (stereo unspecified)	26%	.	-6%	-10%	?	?
Cc1nc2c(C)cccn2c1/C(O)=C1\C(=O)C(=O)N(CCN(C)C)C1c1ccncc1 (stereo unspecified)	-9%	-10%	?	-5%	-5%	-14
CSCc1ccc(C(=O)NC2CC(C)(C)Cc3c2cnn3-c2ccc(F)cc2)o1 (stereo unspecified)	39%	17%	?	1%	-12%	-24
COc1cc(OC)cc(C(=O)Nc2nnc(NC(=S)Nc3ccccc3)s2)c1	-46%	9%	-19%	-1%	?	.
CCC(C)[C@H](NC(=O)c1cn(CC)c2cc3c(cc2c1=O)OCO3)C(=O)NCCCn1ccnc1 (stereo partly specified)	80%[activator]	-21%	-26%	-1%	13%	?
COc1ccc(-c2cnn3c4c(c(C)nc23)CCN4C(C)C)cc1OC	1%	0%	1%	-11%	?	-24
C[n+]1c2n(c3ccccc31)N=C(c1ccc(Cl)cc1)CS2	-15%	-1%	-7%	-2%	?	-96*
CCOc1cc(CNc2ccc(N3CCN(C(C)=O)CC3)cc2)cc(Br)c1OC	250%[activator]	-10%	-20%	?	2%	?
C/C(=N\NC(=O)c1c[nH]c2ccccc12)c1ccc(C)s1	-28%	0%	-7%	?	-3%	46
O=C(O)CCn1c(SCCOc2ccccc2F)nc2ccccc21	-34%	-20%	5%	?	20%	-4
O=C(CC12CC3CC(CC(C3)C1)C2)N1CCCC1	13%	1%	1%	-4%	?	39
CC(C)[C@H](NC(=O)N1CCn2c1nc1ccccc12)C(=O)N[C@@H](Cc1ccccc1)C(=O)O	-11%	23%	6%	-10%	18%	-11
CC1CC2(CC(C)(C(=O)CSc3n[nH]c(-c4ccccc4Cl)n3)OC2=O)C(=O)O1 (stereo unspecified)	-14%	-5%	5%	2%	22%	17
COc1ccc(NC(=S)NCCSc2ccc(Cl)cc2)c(OC)c1	6%	2%	0%	-2%	5.6µM*	-26
CCOc1ccc(NC(=O)CN2CCN(S(=O)(=O)c3ccc(Cl)cc3)CC2)cc1	97%[activator]	-5%	-20%	0%	-23%	-5
CCc1ccc(-c2cc(C(F)(F)F)n3nc(C(=O)Nc4c(C)nn(Cc5ccccc5Cl)c4C)cc3n2)s1	-14%	-1%	5%	-10%	2%	-6
COc1cc2c(c(OC)c1OC)-c1ccc(O)cc1[C@@H](NC(C)=O)CC2	-12%	.	-13%	-13%	-10%	-78*
CCCNC(=O)N1CCC2(CC1)OCCO2	-10%	6%	3%	?	4%	?
Cc1cccc(C(c2sc3nc(-c4ccco4)nn3c2O)N2CCOCC2)c1 (stereo unspecified)	.	.	5%	2%	.	15
Cc1ccc(O)c(-c2cc(C(=O)Nc3cccnc3)[nH]n2)c1	-35%	3%	1%	-6%	-26%	53
CCOC(=O)CC(=O)NC(CC(=O)OC)c1ccc(C(C)C)cc1 (stereo unspecified)	14%	-3%	-4%	?	9%	-22
COc1cc(OC)c(C(=O)CCCN2CCCC2)c(OC)c1	-21%	-4%	-18%	-6%	16%	23
O=C(c1cc(C2CC2)nn1-c1ccccc1)N1CCN(c2ccccn2)CC1	12%	.	-16%	-7%	12%	5
OCCN(CCO)c1ccc2ccccc2c1	-20%	16µM*	34%	?	9%	90
Cc1cccc(-c2sc(Nc3ccccc3)n[n+]2-c2ccccc2)c1	3%	.	-8%	-10%	-4%	8
O=C(O)CC12CC3CC(C1)CC(n1ncc(NCc4ccco4)c(Cl)c1=O)(C3)C2	1%	-6%	11µM*	5%	23%	3
CC(C)(C)c1ccc(/C=N/NC(=O)CN2CCS(=O)(=O)CC2)cc1	23%	-7%	4%	-4%	7%	-26
CC1(C)Cc2nc(N3CCOCC3)c(C#N)cc2CO1	-33%	0%	-1%	3%	-3%	?
O=C(Cn1ncc2c3ccccc3n(Cc3ccc(Cl)cc3)c2c1=O)NCc1ccccn1	.	.	-1%	18%	.	13
CSc1ncccc1C(=O)Nc1ccccc1N1CCOCC1	-18%	.	.	.	-7%	-17
CC(NC(=O)c1ccccc1NC(=O)c1ccccc1)C(=O)N1CCOCC1 (stereo unspecified)	-18%	1%	-18%	-19%	1%	33
CCOc1ccc(/C=C(/NC(=O)c2ccccc2Cl)C(=O)O)cc1	-22%	9%	.	1%	-5%	-40
CC(=O)Nc1ccc(S(=O)(=O)N(C)CC(=O)N/N=C/c2cccs2)cc1	-26%	.	7%	6%	14%	-26
CC1CCCN(C(=O)CSc2nnc(-c3cccnc3)n2C2CCCCC2)C1 (stereo unspecified)	34%	1%	-10%	-10%	12%	-6
CCSS(=O)(=O)c1cccc2cccnc12	-16%	16µM*	4%	-2%	-24%	-29
O=C1C(=O)N(CC2CCCO2)C(c2ccco2)/C1=C(/O)c1ccc(F)cc1 (stereo unspecified)	-5%	-29%	.	5%	-4%	-27
COc1ccc(CNC(=O)C2CCN(C(=O)c3ccccc3)CC2)cc1	-4%	.	8%	3%	6%	10
(listing goes on)
SMILES	AmpC inh no detg	Giardia FBPA inh	Sm TGR inh	AmpC detergent	HCV inh	HCMV inh
CN(C)c1ccc(-c2nn3c(-c4cccnc4)nnc3s2)cc1	-42%	2%	5%	-3%	-11%	.
Cc1cc(C)n(-c2nc3ccccc3c(=O)n2OCC#N)n1	-6%	8%	5%	2%	?	-89*
Cn1c(=O)c(NCCO)c2c3c(cccc31)C(=O)c1ccccc1-2	22%	-4%	-4%	-1%	-24%	.
CSc1ncc(C(=O)Nc2ccccc2C(F)(F)F)c(-c2ccccc2)n1	.	.	23%	23%	.	-10
Cc1cc(/C=C2\SC(=Nc3ccc(N4CCOCC4)cc3)N(C)C2=O)c(C)n1-c1cccnc1	11%	-7%	-23%	-11%	-29%	-37
COc1ccc(/C(N)=N/OC(=O)c2ccco2)cc1	-7%	0%	18%	?	16%	79
Cc1cnc(C(=O)N(CC(C)C)c2c(N)n(CC(C)C)c(=O)[nH]c2=O)cn1	16%	.	-2%	5%	10%	.
COC(=O)c1ccccc1N=Nc1c(N)n[nH]c1N	-24%	-4%	5%	1%	-6%	35
CN1CCN(CCCNC(=O)c2cc3c(=O)oc4ccccc4c3s2)CC1	-9%	0%	-1%	4%	?	23
Cc1cc(N2C(=O)C(O)=C(C(=O)c3ccc(C)o3)C2c2cccc(Oc3ccccc3)c2)no1 (stereo unspecified)	-56%	20%	?	-14%	13%	7
Cc1nn(CC(=O)NCc2cccnc2)c(C)c1[N+](=O)[O-]	-38%	2%	8%	-5%	8%	-13
O=C(c1ccc2c(c1)OCO2)N1CCC2(CC1)Oc1ccc(Cl)cc1C(=O)C21CC(c2ccccc2)=NO1 (stereo unspecified)	19%	-2%	14%	2%	-12%	?
COc1cccc(C(=O)c2ncc(C(F)(F)F)cc2Cl)c1	-17%	-18%	50µM*	7%	13%	-11
CC(C(=O)Nc1nc(-c2ccc(F)cc2)cs1)N1C(=O)C2CC=CCC2C1=O (stereo unspecified)	-28%	.	2%	0%	-8%	-5
CCN(CC)CCNCC(O)(c1ccc(Cl)cc1)c1ccc(Cl)cc1	101%[activator]	8%	-12%	-3%	?	-23
CCCCN(CCCC)S(=O)(=O)c1ccc(OC)c2ncccc12	94%[activator]	-1%	2%	?	0%	-37

Some of these compounds in order of molecular weight, descending:
SMILES	AmpC inh no detg	Giardia FBPA inh	Sm TGR inh	AmpC detergent	HCV inh	HCMV inh
Cc1nc2c(C)cccn2c1/C(O)=C1\C(=O)C(=O)N(CCN(C)C)C1c1ccncc1 (stereo unspecified)	-9%	-10%	?	-5%	-5%	-14
O=C(c1cc(C2CC2)nn1-c1ccccc1)N1CCN(c2ccccn2)CC1	12%	.	-16%	-7%	12%	5
O=C1C(=O)N(CC2CCCO2)C(c2ccco2)/C1=C(/O)c1ccc(F)cc1 (stereo unspecified)	-5%	-29%	.	5%	-4%	-27
CC(C)(C)c1ccc(/C=N/NC(=O)CN2CCS(=O)(=O)CC2)cc1	23%	-7%	4%	-4%	7%	-26
Cc1ccc2c(c1)cc(C(=O)N[C@@H](Cc1ccccc1)C(=O)O)n2C	-13%	1%	-11%	1%	12%	158
COc1cc(C(=O)NC2=NCCS2)cc(OC)c1OC	-10%	-2%	-4%	?	4%	58
O=C(CC12CC3CC(CC(C3)C1)C2)N1CCCC1	13%	1%	1%	-4%	?	39
